Tb PYK inh = blocks Trypanosoma brucei pyruvate kinase; TbPYK enzyme, Kinase-Glo Plus ATP luminescence, 45 min; 410,000 compounds, 0.12% hits; Potency, µM (series often up to 76.8 µM), for inactives: at the highest dose activity, negative = inhibition, most hits filed as inhibitors; Q57TT1; AID 624173; note: potency is the fitted concentration of half-maximal effect; % is set by controls: 0 for no effect and ±100 for the full control effect; nearly all actives have a fitted effect of over 50% in size
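Assay buffer: 50 mM TEA pH 7.2, 100 mM KCl, 10 mM MgCl2, 0.05% BSA, 0.01% Tween-20. Pyruvate kinase from T. brucei plus substrate met compound, then ADP (130 uM final). Luminescence was read post 45 min RT.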
Shiga toxin inh = Shiga toxin inhibition; Vero cells, Shiga toxin protein synthesis inhibition reporter; inhibition, % at 38.7 µM; 290,000 compounds, 9.2% hits; AID 2315; in the data active = inhibition mostly above about 28%, no sharp cut-off; inactive = mostly below about 43%; note: 0% is about no effect
CHX counter = affects cycloheximide protein synthesis inhibition readout, counter-screen; 300,000 compounds, 12% hits; cell reporter, cycloheximide protein synthesis inhibition counterscreen; max response, %; in the data active = max response mostly above about 13%, no sharp cut-off; inactive = mostly below about 14%; note: read at 38.3 µM for the half of the compounds with a filed dose; 0% is about no effect
LmPK inh = inhibitors of Leishmania mexicana pyruvate kinase; purified LmPK, Kinase-Glo ATP luminescence, 1 h; Potency, µM (titrated, usually from 57.5 µM), without a hit: top-dose activity change, negative = inhibition, actives largely listed as inhibitors; 290,000 compounds, 0.37% hits; AID 1721; note: potency is the fitted concentration of half-maximal effect; % is set by controls: 0 for no effect and ±100 for the full control effect
Target sequence (Q27686 whole entry, looked up): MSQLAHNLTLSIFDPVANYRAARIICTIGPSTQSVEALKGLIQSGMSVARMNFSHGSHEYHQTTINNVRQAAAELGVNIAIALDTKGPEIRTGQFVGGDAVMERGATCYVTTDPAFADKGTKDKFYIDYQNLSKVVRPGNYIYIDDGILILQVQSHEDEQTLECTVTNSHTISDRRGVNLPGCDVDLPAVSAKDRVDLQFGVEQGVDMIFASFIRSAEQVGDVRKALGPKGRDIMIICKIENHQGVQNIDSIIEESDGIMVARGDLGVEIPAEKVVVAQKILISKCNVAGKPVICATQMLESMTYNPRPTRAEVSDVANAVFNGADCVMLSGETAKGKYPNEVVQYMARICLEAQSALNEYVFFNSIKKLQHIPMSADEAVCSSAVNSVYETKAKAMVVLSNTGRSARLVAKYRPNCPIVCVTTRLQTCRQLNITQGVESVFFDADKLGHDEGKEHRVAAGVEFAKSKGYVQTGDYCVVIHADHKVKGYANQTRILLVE
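0.1 nM LmPK, 0.5 mM PEP, 0.1 mM ADP; 50 mM imidazole pH 7.2, 7 mM MgCl2, 50 mM KCl; 1 h RT. Kinase-Glo luminescence readout, normalized to no-enzyme (full inhibition) and uninhibited wells.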
HCV inhibitor = blocks hepatitis C virus; Huh7.5.1 HCVcc-Cre infection, luciferase reporter, 44 h; Potency, µM (highest dose often 41.8 µM), for inactives: at the top dose activity change, negative = inhibition, hits mostly inhibitors; 340,000 compounds, 3.4% hits; note: potency is the fitted concentration of half-maximal effect; % is set by controls: 0 for no effect and ±100 for the full control effect
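Compounds are dispensed onto cells plated 4 h earlier at 1,000 per well, with HCVcc-Cre virus (about 0.5 moi) added next. Following 44 h of culture, luminescent signal is measured for 15 sec after 15 min with substrate at room temperature.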
Pf growth 48h = P. falciparum growth inhibition at 48 hours (one generation). P. falciparum luciferase growth in erythrocytes, 48 h. Potency, µM (highest dose often 28.7 µM), for the others: at the highest dose activity change, negative = inhibition, hits mostly inhibitors. 310,000 compounds, 5.9% hits. AID 504832; note: potency is the fitted concentration of half-maximal effect; % is set by controls: 0 for no effect and ±100 for the full control effect
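Luciferase-expressing P. falciparum in infected erythrocytes (2% hematocrit, 0.1% parasitemia final) in RPMI 1640/0.5% Albumax were exposed to compound for 48 hours at 37 C, 5% CO2; growth read as luminescence.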
Pf growth 96h = inhibits malaria parasite growth, 96 h | 320,000 compounds, 6.9% hits | P. falciparum luciferase reporter growth, 96 h | Potency, µM (highest dose often 28.7 µM), for the others: top-dose activity change, negative = inhibition, actives largely listed as inhibitors; note: potency is the fitted concentration of half-maximal effect; % is set by controls: 0 for no effect and ±100 for the full control effect
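P. falciparum expressing integrated firefly luciferase, in erythrocytes at 2% hematocrit, 0.05% parasitemia, incubated with compounds 96 h at 37 C, 5% CO2. Growth inhibition read as loss of luminescence; two-generation exposure targets delayed-death apicoplast inhibitors.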
Active calls of the source: *; ? = inconclusive; . = no result given; + = active, no number; & = joins results of further samples; [ ] = another dose, or the depositor's remark. Unless noted, calls come from the whole dose curve; as a rule, active = well fitted curve in the direction sought with a large enough effect; inconclusive = small, poorly fitted or top-dose-only effect, or another doubt; inactive = no such curve, though single readings can be large; an effect the other way counts as inactive or inconclusive.

Below each compound – Tb PYK inh	Pf growth 48h	HCV inhibitor	Pf growth 96h	CHX counter	LmPK inh	Shiga toxin inh
- Cc1cccc(NP(C)(=O)c2nc3c(s2)CCCC3)c1 (configuration not stated)
    3.1%	0.0%	-5.4%	46.0%[activator]	25.1*	3.1%	37.3*
- Cc1ccc(NC(=O)C2CCN(C(=O)[C@@H]3Cc4ccccc4CN3)CC2)cc1
    -1.6%	60.4%[activator]	-4.8%	80.9%[activator]	24.4*	4.8%	63.1*
- CCN(CC(=O)Nc1ccc(NC(C)=O)cc1)C(=O)CSc1nnc(-c2ccco2)n1CC
    -10.0%	-12.0%	1.0%	10.4%	.	.	.
- Cc1ccc(NC(=O)CSc2n[nH]c(-c3cccnc3)n2)cc1Cl
    0.6%	2.4%	-1.5%	3.8%	-2.6	-1.9%	11.9
- O=c1[nH]c(CSc2nnc(Nc3ccccc3)s2)nc2ccccc12
    -4.4%	20.0%	6.8%	10.3%	-1.7	4.5%	-7.8
- COc1ccccc1NC(=O)c1ccc2c(c1)N(CC(=O)NC(C)(C)C)C(=O)C(C)(C)O2
    -2.3%	-1.2%	?	7.9%	2.5	-1.3%	-4.2
- CC1CCCCC1NC(=O)CN1CCC(O)(c2ccc3c(c2)OCO3)CC1 (configuration not stated)
    4.0%	7.0%	-15.7%	13.1µM*	-0.9	-11.2%	-19.9
- COc1ccc(N2CCN(C(=S)Nc3cc(C)ccc3C)CC2)cc1
    13.5%	9.7%	12.5%	127.3%[activator]	-4.1	-4.4%	-12.9
- COc1ccccc1C1=CC(=O)C[C@H](c2ccc(Cl)cc2)C1
    -1.4%	7.38µM*	?	?	.	.	.
- COc1ccccc1N(CC(=O)NCCSc1ccccn1)S(=O)(=O)c1ccccc1
    -12.6%	?	-20.7%	16.3%	-4.0	3.3%	-5.1
- Cc1nc2c3ccccc3[nH]c(=O)n2n1
    -8.0%	8.5%	-1.3%	-24.5%	-6.0	0.4%	27.7
- O=C(COC(=O)C12CC3CC(CC(C3)C1)C2)Nc1ccc(OC(F)F)cc1
    .	-19.5%	-4.3%	.	15.9	0.4%	12.3
- COc1ccc(OC)c(C2=CC(=O)C[C@H](c3ccc4c(c3)OCO4)C2)c1
    -9.7%	0.0%	?	?	.	.	.
- CCOc1ccc(CCNC(=O)CN2C(=O)CCSc3ccccc32)cc1
    -5.1%	-23.9%	0.9%	25.7%	-7.4	6.2%	18.7
- Cn1ccc(-c2ccccc2)n1
    0.3%	4.4%	15.2%	1.65µM*	19.1*	-10.8%	12.5
- O=C(COc1ccccc1)NCCSCc1ccco1
    -0.8%	18.7%	11.0%	-12.6%	12.2	1.1%	12.5
- COC(=O)C1=C(c2ccc(F)cc2F)C[C@@H]2CC[C@H]1N2C(=O)N1CCOCC1
    2.9%	36.2%[activator]	13.2%	22.3%	.	.	.
- CC(CC(=O)Nc1cc(S(=O)(=O)N2CCOCC2)ccc1OCC(F)(F)F)c1ccccc1 (configuration not stated)
    -0.1%	?	?	?	.	.	.
- CCc1cccc2cc3c(N)c(C(=O)Nc4ccc(S(=O)(=O)N5CCCC5)cc4)sc3nc12
    -10.3%	11.7µM*	?	?	-2.3	2.7%	-12.9
- Cc1cc(O)cc2c1O[C@@](C)(CCC[C@@H](C)CCC[C@@H](C)CCCC(C)C)CC2
    -1.2%	2.7%	7.1%	101.5%[activator]	.	.	.

Retrieved by compound from the entries so far (two):
Below each compound – Tb PYK inh	Pf growth 48h	HCV inhibitor	Pf growth 96h	CHX counter	LmPK inh	Shiga toxin inh
- CCOc1ccc(CCNC(=O)CN2C(=O)CCSc3ccccc32)cc1
    -5.1%	-23.9%	0.9%	25.7%	-7.4	6.2%	18.7
- COc1ccc(OC)c(C2=CC(=O)C[C@H](c3ccc4c(c3)OCO4)C2)c1
    -9.7%	0.0%	?	?	.	.	.

Other structures.
Below each compound – Tb PYK inh	Pf growth 48h	HCV inhibitor	Pf growth 96h	CHX counter	LmPK inh	Shiga toxin inh
- CCN1CCN(c2ccc(S(=O)(=O)N3CCOCC3)cc2NC(=O)CCOc2ccccc2)CC1
    5.1%	-18.2%	2.3%	?	-3.3	-5.5%	-7.7
- O=C(NCC(c1cccnc1)N1CCN(c2ccccc2)CC1)c1ccc2c(c1)OCO2 (configuration not stated)
    -3.6%	?	-28.3%&7.5%	0.2%	-3.2	8.1%	13.8
- CC1(C)CC(=O)c2cnc(NCc3ccco3)nc2C1
    1.1%	22.3%	?	13.4%	14.0*	0.1%	-0.6
- CSCCC(NC(=O)c1ccccc1)C(=O)NCCCSc1ccccc1 (configuration not stated)
    -6.2%	?	?	?	.	.	.
- Fc1ccc(-n2c(-c3ccc4ccccc4n3)n[nH]c2=S)cc1
    ?	5.7%	13.6%	0.0%	-2.9	2.6%	10.9
- CCOC(=O)N1CCC(NC(=O)c2cc(-c3ccc(OC)cc3)nc3ccccc23)CC1
    3.9%	?	-1.3%	0.4%	2.0	1.9%	13.2
- Cn1c(=O)[nH]c(=O)c2c1nc(Br)n2CCOc1ccccc1
    -1.0%	-3.1%	-20.6%	-2.4%	-6.5	-1.0%	-8.2
- COc1ccc(-c2ccc(-c3cc(=O)oc4cc(OC)c(OC)c(OC)c34)cc2)cc1OC
    -4.1%	.	?	.	17.7	.	25.6
- O=S(=O)(c1ccc2c(c1)CCCN2)N1CCCC2CCCCC21 (configuration not stated)
    2.5%	1.3%	?	-18.1%	8.3	2.0%	-7.3
- Cc1cc(C)c2cccc(NC(=S)NC(=O)c3ccccc3)c2n1
    0.8%	10.4µM*	?	1.85µM*	10.7	0.1%	-5.3
- Cc1cc(NC(=O)COc2cccc3cccnc23)no1
    .	?	-11.5%	-20.7%	33.0*	-1.9%	+
- CCC(c1nc2ccccc2c(=O)n1-c1cccnc1)N1C(=O)c2ccccc2C1=O (configuration not stated)
    5.5%	-4.7%	-2.9%	.	-4.6	0.6%	-7.1
- COC(=O)c1c(NC(=O)COC(=O)c2ccc(C)s2)sc2c1CCCCC2
    4.3%	5.6%	-18.5%	38.8%[activator]	2.2	3.0%	-10.5
- CCC(CC)NC(=O)c1nn(Cc2ccccc2)c(=O)c2ccccc12
    1.0%	?	0.4%	?	-3.0	-2.1%	-10.4
- COCCNC(=S)Nc1ccc2nc(N3CCN(C)CC3)cc(C)c2c1
    7.7%	0.0%	-6.6%	-75.4%	0.2	0.5%	-4.9
- CCOCCn1c(=NC(=O)c2cc3ccccc3oc2=O)sc2cc(S(N)(=O)=O)ccc21
    0.8%	34.7%[activator]	-17.0%	31.5%[activator]	-1.0	0.0%	-3.8
- Cn1nc([N+](=O)[O-])nc1N1CCOCC1
    5.0%	8.5%	16.2%	9.9%	-3.3	1.2%	-5.6
- COc1cccc(NC(=O)c2ccc[n+](C)c2)c1
    -4.8%	.	8.5%	6.0%	-2.3	-2.8%	1.8
- COC(=O)c1cc(NC(=O)CN(c2ccccc2OC)S(=O)(=O)c2ccccc2)ccc1Cl
    -1.5%	10.4µM*	?	85.9%[activator]	-1.7	1.6%	1.8
- CCn1c(CNC(=O)c2ccc3c(c2)OCO3)nnc1SCC(=O)Nc1cc(C)ccc1OC
    4.4%	-27.0%	?	23.1%	15.2	1.7%	10.6

Following part
Below each compound – Tb PYK inh	Pf growth 48h	HCV inhibitor	Pf growth 96h	CHX counter	LmPK inh	Shiga toxin inh
- C=CCNC(=S)NNC(=O)c1ccc(OCCCC)cc1
    -5.1%	-15.8%	-7.2%	0.5%	8.6	0.9%	11.5
- O=C1c2ccccc2C(=O)C1(O)O
    .	0.9%	?	73.5%[activator]	.	.	.
- Cc1ccc(-n2ncc3c(SCc4cccnc4)ncnc32)c(C)c1
    -3.8%	?	11.2µM*	?	13.3	0.7%	12.6
- Cc1nccn1CC(O)COc1ccc([N+](=O)[O-])cc1 (configuration not stated)
    -2.3%	-12.4%[0.00184 µM]	-5.4%	-0.6%	4.7	-2.5%	-8.8
- O=C(O)c1ccc(NC(=O)c2cc3ccccc3o2)cc1
    5.7%&-4.3%	46.1%[activator]	1.2%	-23.2%	21.3*	-1.8%	46.8
- Cc1ccc(S(=O)(=O)N(C)CCCC(=O)n2nc(C)cc2C)cc1
    3.6%	19.3%	2.1%	-8.3%	-2.5	-9.3%	-2.2
- O=C(CNC(=S)N(CCCN1CCOCC1)Cc1cccs1)NCc1ccccc1Cl
    -8.6%	?	4.4%	41.3%[activator]	15.1	7.8%	-6.7
- Cc1cc(C)c2[nH]c(O)c(N=NC(=S)NCC3CCCO3)c2c1 (configuration not stated)
    -9.7%	?	-6.3%	?	-4.3	-1.2%	-6.4
- CCOC(=O)CNc1nc(Cl)nc(Nc2ccccc2)n1
    -8.5%	-4.9%	-9.2%	15.3%	45.2*	-3.1%	65.7*
- Cc1cc(NC(=O)c2ccc(C#N)cc2)on1
    1.2%	-2.3%	1.8%	4.4%	10.6*	1.6%	19.8
- Cc1ccc2sc(N3CCN(CCNC(=O)c4ccco4)CC3)nc2c1C
    -7.7%	?	?	?	.	.	.
- CCOc1ccccc1N1CCN(C(=O)c2ccc3[nH]c4c(c3c2)CCCC4)CC1
    -2.8%	-14.5%	?	?	-3.2	0.8%	1.4
- S=C(Nc1ccc(Cl)cc1)c1sc(N2CCCCC2)nc1N1CCOCC1
    3.1%	5.9%	?	3.1%	-3.1	1.2%	10.9
- O=C(O)Cn1cnc2sc3c(c2c1=O)CCCC3
    -6.3%	-18.7%	21.2%	40.1%[activator]	-1.9	8.8%	-5.7
- CC1(c2ccc3ccccc3c2)NC(=O)N(CC(=O)NCc2cccs2)C1=O (configuration not stated)
    -2.6%	-22.1%	-4.6%	?	-1.4	-1.7%	-11.0
- O=C(NCC1CCCO1)C(=O)c1c[nH]c2ccccc12 (configuration not stated)
    4.2%	68.8%[activator]	24.2%	103.6%	27.4*	1.1%[11.5 µM]	162.2*
- COc1ccc(N2CCN(C(=O)CSc3nnnn3C3CC3)CC2)cc1
    -2.3%	-25.2%	-6.9%	?	.	.	.

Among those listed so far, these contain a nitro group on carbon:
Below each compound – Tb PYK inh	Pf growth 48h	HCV inhibitor	Pf growth 96h	CHX counter	LmPK inh	Shiga toxin inh
- Cn1nc([N+](=O)[O-])nc1N1CCOCC1
    5.0%	8.5%	16.2%	9.9%	-3.3	1.2%	-5.6
- Cc1nccn1CC(O)COc1ccc([N+](=O)[O-])cc1 (configuration not stated)
    -2.3%	-12.4%[0.00184 µM]	-5.4%	-0.6%	4.7	-2.5%	-8.8

Compound activity from PubChem BioAssay.
